EP2 antag – human EP2 receptor antagonists, primary screen, TR-FRET cAMP, C6 glioma cells. Prostaglandin E2 receptor EP2 subtype (Homo sapiens), P43116. C6 glioma cells expressing human EP2; cells stimulated with saturating PGE2. inhibition, % at 25 µM. actives 0.52% (n = 260,000);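 active means percent inhibition above 40 after rounding to a whole number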;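 further: rat C6 glioma host cells with rolipram phosphodiesterase inhibitor present; the protocol text gives 20 µM as final concentration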
Target sequence (P43116 whole entry, looked up): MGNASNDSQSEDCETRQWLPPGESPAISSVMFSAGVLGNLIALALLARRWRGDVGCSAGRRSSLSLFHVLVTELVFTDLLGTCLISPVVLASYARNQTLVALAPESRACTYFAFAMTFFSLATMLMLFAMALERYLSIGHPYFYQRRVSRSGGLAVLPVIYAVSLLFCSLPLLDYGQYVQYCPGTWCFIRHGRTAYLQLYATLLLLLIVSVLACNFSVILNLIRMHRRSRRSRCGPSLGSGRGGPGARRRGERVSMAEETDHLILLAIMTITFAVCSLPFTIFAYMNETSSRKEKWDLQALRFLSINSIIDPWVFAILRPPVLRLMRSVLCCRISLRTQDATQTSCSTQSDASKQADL
NPY-Y1 PAM-ag – NPY-Y1 receptor potentiators or agonists, primary screen, cell-based; NPY-Y1 expressing cells, potentiator/agonist activation; activation, % at 3.6 µM; actives 0.37% (n = 220,000); Neuropeptide Y receptor type 1 (Homo sapiens), P25929; AID 1304, 2008; in the data active means activation above about 33%, passing the limit was not always enough;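 further: cells stimulated with NPY at EC10 then isoproterenol at EC100; 0% = low agonist plus stimulus and 100% = saturating agonist plus stimulus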
Target sequence (P25929 whole entry, looked up): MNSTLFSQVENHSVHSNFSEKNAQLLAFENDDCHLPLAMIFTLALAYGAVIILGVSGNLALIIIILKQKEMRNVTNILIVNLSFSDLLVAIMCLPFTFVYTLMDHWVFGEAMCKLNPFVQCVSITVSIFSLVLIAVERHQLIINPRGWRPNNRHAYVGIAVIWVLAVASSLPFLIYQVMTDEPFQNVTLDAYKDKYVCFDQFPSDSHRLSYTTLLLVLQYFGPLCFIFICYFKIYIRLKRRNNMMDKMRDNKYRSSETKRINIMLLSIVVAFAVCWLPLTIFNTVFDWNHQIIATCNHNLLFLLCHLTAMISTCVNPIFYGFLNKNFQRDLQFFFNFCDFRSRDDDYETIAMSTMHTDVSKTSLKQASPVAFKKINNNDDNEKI
zfTRPN1 agonist – zebrafish TRPN1 channel agonists, primary screen, cell-based, HEK293, calcium fluorescence; transient receptor potential cation channel N1 (TRPN1/NompC), Danio rerio; HEK293 zebrafish TRPN1-YFP, Fluo-8 calcium fluorescence; 100% = response to 87 µM carbachol; activation, % at 3 µM; actives 0.18% (n = 220,000); AID 1424, 2008;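 active means activation above its plate's cutoff, the mean activation of test wells on that plate plus 3 SD, cut at about 19% in these data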;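 further: 0% = DMSO alone and 100% = 87 µM carbachol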
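Assay system: Zebrafish TRPN1-YFP in HEK293 cells | Incubation: Dye loading 1 h at 37 °C, then 30 min room temperature | Measured by: Kinetic Fluo-8 fluorescence, ex 470-495, em 515-575 nm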
14-3-3 Bad inh – inhibitors of 14-3-3 zeta/Bad binding, primary screen, biochemical, TR-FRET, bovine 14-3-3 zeta. 14-3-3 protein zeta/delta (Bos taurus), P63103. TR-FRET 14-3-3zeta/Dy647-pBad peptide displacement, 1 h. inhibition, % at 21.7 µM. actives 0.71% (n = 220,000). AID 781, 2007;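 active means inhibition above about 70%, limit read from the data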;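 further: 0% = full 14-3-3 plus peptide FRET controls and 100% = background without 14-3-3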
Target sequence (P63103 whole entry, looked up): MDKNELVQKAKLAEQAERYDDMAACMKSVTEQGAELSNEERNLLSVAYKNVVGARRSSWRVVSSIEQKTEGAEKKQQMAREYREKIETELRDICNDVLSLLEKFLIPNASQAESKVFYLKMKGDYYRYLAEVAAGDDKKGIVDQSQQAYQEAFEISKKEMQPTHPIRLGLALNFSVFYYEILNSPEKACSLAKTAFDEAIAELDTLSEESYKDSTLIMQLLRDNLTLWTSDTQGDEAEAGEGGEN
EP2 modulator – EP2 receptor modulators, cAMP readout, primary screen, cell-based, HTRF cAMP, PGE2 stimulation; Prostaglandin E2 receptor EP2 subtype (Homo sapiens), P43116; EP2-expressing cells, cAMP HTRF FRET, PGE2 co-stimulation; induction, % at 25 µM; actives 0.83% (n = 260,000); AID 940, 2007;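 active means compounds whose cAMP rise, as percent of the full-agonist control response, exceeds 60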;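 further: rat C6 glioma line stably carrying human EP2 under a CMV promoter; the protocol text gives 20 µM as final concentration; 100% = response of wells given 1 µM PGE2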
PPC-1+TRAIL kill – compounds killing PPC-1 cancer cells with TRAIL present, primary screen, TRAIL potentiator project, ATPLite luminescence, uHTS; PPC-1 cells + TRAIL, ATPLite viability luminescence; cell killing (% activity), % at 4 µM; actives 0.41% (n = 220,000);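 active means cell killing above 50% in the first pass at 4 µM, then a duplicate retest at 5 µM averaging 50% or more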;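 further: plate controls were cells with TRAIL plus DMSO for no effect and medium-only wells lacking cells for full effect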
NPY-Y1 antag – NPY-Y1 receptor antagonists, primary screen, cell-based | actives 1% (n = 200,000) | AID 1040, 2008 | Neuropeptide Y receptor type 1 (Homo sapiens), P25929 | inhibition, % at 3.6 µM | HEK293-CNG Y1 cells, membrane potential fluorescence; NPY at EC95, then isoproterenol;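 active means inhibition above the campaign mean inhibition of all tested compounds plus 3 SD, cut at about 20% in these data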;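 further: 0% = DMSO wells given NPY plus isoproterenol and 100% = isoproterenol alone without NPY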
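System: HEK293 cells with Y1 receptor plus CNG channel / Probe or stimulus: NPY 25 nM then isoproterenol 1 µM plus Ro 20-1724 25 µM / Compound: one concentration, 3.6 µM, in 0.4% DMSO / Schedule: compound incubation 1 h at room temperature, readout 45 min post-stimulation / Measured by: membrane potential fluorescence / Read-out: % inhibition of NPY effect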
CHOP inh – inhibitors of CHOP promoter induction, primary screen, cell-based, unfolded protein response, luciferase reporter; CHO-K1 CHOP-promoter luciferase, tunicamycin-induced, 15-18 h; inhibition, % at 10 µM; actives 3.8% (n = 220,000); AID 2732, 2010;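 active means compounds that reduced the stress-induced luciferase reporter signal by more than about 70% of percent inhibition, limit read from the data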;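 further: 0% = tunicamycin plus vehicle and 100% = wells without tunicamycin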
TRPML3 ag – human TRPML3 channel agonists, primary screen, cell-based, HEK293 TRPML3-YFP, Fluo-8 calcium fluorescence, 3 µM; actives 0.29% (n = 220,000); Mucolipin-3 (Homo sapiens), Q8TDD5; AID 1448, 2008; 100% = the carbachol control signal; activation, % at 3 µM;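 active means activation above its plate's cutoff, the mean activation of the plate's test wells plus 3 SD, cut at about 12% in these data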;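 further: 0% = DMSO only wells and 100% = carbachol wells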
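Test system: HEK293 cells stably carrying human TRPML3-YFP; Doses: single dose, 3 µM final nominal compound, 0.3% DMSO final; Schedule: dye loading 1 h 37 °C then 30 min ambient, 125 s read; Technique: Fluo-8 calcium fluorescence; Benchmarks: high control carbachol 87 µM, low control DMSO.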
* hit, by the source's call; / = no result given; [ ] = dose if it differs, or a comment. Some of the compounds tested; the hit share may differ from the screen's.

SMILES | EP2 antag | NPY-Y1 PAM-ag | zfTRPN1 agonist | 14-3-3 Bad inh | EP2 modulator | PPC-1+TRAIL kill | NPY-Y1 antag | CHOP inh | TRPML3 ag
Clc1ccc(OCc2nnc(SCc3nc4ccccc4[nH]3)n2Cc2ccco2)cc1 | 4 | 41 | 2.3 | -2 | 21 | -12 | -8 | 81* | 0.2
CCOc1ccc(C2/C(=C(/O)c3ccc(OC)cc3)C(=O)C(=O)N2c2cc(C)on2)cc1OC (configuration not stated) | 9 | 1 | -0.3 | 21[fluorescence artefact?] | 9 | 4 | 1 | -40 | 0.5
Fc1ccc(C2CC(c3ccccc3)n3ncnc3N2)cc1 (configuration not stated) | 11 | -17 | -0.4 | -3 | -16 | -3 | 0 | -14 | 1.2
C/C(=N\NC(=O)c1ccccc1)c1nc2ccccc2n1C | 11 | -20 | 6.3 | -14[fluorescence artefact?] | -20 | 19 | 1 | 4 | 1.8
N#Cc1nc(-c2ccco2)oc1N1CCC(Cc2ccccc2)CC1 | 1 | -23 | -1.1 | -4 | -29 | 17 | 21* | 45 | -0.2
O=C(CN1C(=O)CSc2ccccc21)N/N=C/c1ccco1 | 4 | 1 | 0.7 | 0 | -9 | 12 | / | 16 | 0.9
C1CSC2(N1)C1CC3CC(C1)CC2C3 (configuration not stated) | 14 | 21 | 0.9 | 37 | -13 | 0 | 4 | 19 | 0.5
CC(C)(C)c1ccc(-c2cc(N)n[nH]2)cc1 | 13 | 5 | 1.3 | 14 | -19 | 34 | -1 | 91* | -0.3
CCOP(=O)(OCC)C(C)(C)NC(=O)c1cc([N+](=O)[O-])cc([N+](=O)[O-])c1 | 4 | -9 | 2.0 | 4 | 30 | -3 | 3 | 0 | 0.3
CCCOC(=O)C1=C(C)N(C)C(=O)NC1c1cc2c(cc1[N+](=O)[O-])OCO2 (configuration not stated) | 6 | 0 | -0.8 | -12 | 24 | -4 | 5 | 13 | 0.7
CCOc1ccc(NC(=O)CSc2nc3ccccc3c(=O)n2Cc2cccs2)cc1 | -1 | -6 | -0.4 | 15[fluorescence artefact?] | 18 | 22 | 0 | 43 | 0.1
Cc1ccnc(NS(=O)(=O)c2ccc(NC(=O)c3ccc(Br)o3)cc2)n1 | 9 | 17 | -0.1 | -8 | 10 | -14 | -4 | -18 | 0.5

Single values from the results shown.
NPY-Y1 antag, `CCOc1ccc(C2/C(=C(/O)c3ccc(OC)cc3)C(=O)C(=O)N2c2cc(C)on2)cc1OC` (configuration not stated) : 1
TRPML3 ag, `CCCOC(=O)C1=C(C)N(C)C(=O)NC1c1cc2c(cc1[N+](=O)[O-])OCO2` (configuration not stated) : 0.7

Next section.
SMILES | EP2 antag | NPY-Y1 PAM-ag | zfTRPN1 agonist | 14-3-3 Bad inh | EP2 modulator | PPC-1+TRAIL kill | NPY-Y1 antag | CHOP inh | TRPML3 ag
CC(=O)c1cccc(NC(=O)CN2C(=O)COc3ccc(Cl)cc32)c1 | 12 | 15 | 1.1 | 11 | 2 | 5 | 5 | 36 | 1.2
CCC(C(=O)NCc1ccco1)n1nc(-c2ccc(OC)cc2)ccc1=O (configuration not stated) | 14 | -1 | 0.5 | 14 | -9 | -11 | 1 | -2 | -0.2
Cc1ccc(-c2cn(-c3ccccc3)c(SCC(=O)NC3CCS(=O)(=O)C3)n2)cc1C (configuration not stated) | 4 | 20 | -1.6 | -8 | -58 | 8 | 3 | 6 | -0.2
Cc1sc(N/N=C/c2cccnc2)nc1-c1ccccc1 | 18 | 20 | 0.8 | -4 | -41 | 23 | 0 | 24 | 0.5
Fc1ccc(-n2c(Cc3cccs3)n[nH]c2=S)cc1Cl | 7 | 12 | -0.6 | -8 | 32 | 9 | 2 | -8 | 0.5
Cc1ccc(S(=O)(=O)N2CCOCC2)cc1C(=O)NC1CCCCC1 | 4 | 2 | -1.2 | 6 | 23 | 12 | 0 | 19 | 0.8
COc1c(C=O)c(CCN(C)C(=O)c2ccc(F)cc2)cc2c1OCO2 | 7 | 24 | 1.3 | 4 | 18 | 4 | / | -10 | 0.2
Cc1ccc(C)n1-c1ccc(C(=O)NCC2CCCO2)cc1 (configuration not stated) | 16 | 13 | -0.8 | -4 | 4 | 0 | -8 | 12 | 1.0
O=C(CSc1nnnn1C1CCCCC1)Nc1ccc2c(c1)OCO2 | 9 | -25 | -0.9 | -5 | -11 | 0 | 9 | 51 | 0.3
Cc1ccc(NC(=O)CCN2C(=O)c3cccc4cccc(c34)C2=O)cc1 | 4 | -2 | 0.8 | -6 | -2 | 1 | 5 | -2 | 1.1
CCOC(=O)C1(c2ccccc2)NC(c2ccccc2C)C2C(=O)N(c3ccc4c(c3)OCO4)C(=O)C21 (configuration not stated) | 9 | 23 | -1.0 | 0 | 27 | 3 | 1 | 9 | -0.2
CCOC(=O)N1CCN(/C=C(\C#N)c2nc3ccccc3s2)CC1 | 3 | -5 | 4.3 | 10 | -18 | 9 | 14 | -12 | 1.1
COc1cc(CNCc2ccccn2)ccc1OCc1ccccc1Cl | 5 | -11 | -0.2 | 19[fluorescence artefact?] | -49 | 19 | 6 | 26 | 1.0
O=C(COC(=O)/C=C/c1cccc(Br)c1)NCCC1=CCCCC1 | 8 | 0 | -1.2 | -13 | 1 | 46 | 2 | 96* | 1.0
CN(C)S(=O)(=O)c1ccc(S(=O)(=O)N2CCN(CCC#N)CC2)cc1 | 0 | 12 | 1.2 | -1[fluorescence artefact?] | 6 | 22 | 0 | -28 | -0.4
Clc1ccc(/C=C/c2nc3ccccc3[nH]2)cc1 | 4 | -27 | 0.0 | 12[fluorescence artefact?] | -55 | 87*[5 µM] | 3 | 37 | -0.9
CC1CC(C)CN(c2ccc(-n3cnnn3)cc2[N+](=O)[O-])C1 (configuration not stated) | 1 | -3 | -0.5 | -5[fluorescence artefact?] | 25 | 2 | 0 | 74* | 0.5
CCN1CCOC(CC(=O)Nc2ccc([N+](=O)[O-])cc2)C1=O (configuration not stated) | 4 | 18 | 2.2 | 1 | 16 | 2 | / | -6 | 0.9
CCOc1cc(/C=C2\SC(=S)N(N3CCOCC3)C2=O)ccc1O | 10 | 35 | -0.6 | 0 | 21 | 22 | / | 47 | 0.6
COc1cccc(-c2cc(C(F)(F)F)nc(N3CCC(C)CC3)n2)c1 | 4 | 2 | 0.9 | 10 | 32 | -1 | 5 | 16 | 0.1
O=C(Nc1ccccc1)/C(=C\c1cccs1)NC(=O)c1ccccc1 | 14 | -15 | 1.2 | -8 | 4 | 5 | 4 | -7 | 0.3
Cn1c(=O)c(Cc2ccccc2)c(O)c2ccccc21 | 6 | 4 | 1.0 | 13 | 33 | 2 | 2 | 27 | 0.1
N#Cc1sc2nc(-c3ccccc3)cc(C(F)(F)F)c2c1N | 5 | -21 | 0.6 | 5 | -2 | / | 3 | -22 | 0.5
CC(=O)c1c(COC(=O)c2ccccc2Cl)nc2ccccc2[n+]1[O-] | 2 | 9 | 2.1 | -4 | -33 | -14 | / | 4 | 6.1
COc1ccc(-n2c(SCC(=O)N3CCOCC3)nc(O)c(Cc3ccccc3)c2=O)cc1 | 15 | -7 | 0.1 | -5 | 10 | 8 | -3 | 21 | 0.4
Nc1nonc1C(=O)NCCNCc1ccccc1OCc1ccc(F)cc1 | -1 | -21 | 0.1 | 11[fluorescence artefact?] | -9 | 4 | 10 | -2 | 0.7
CC(=O)Cc1nsc(NC(=O)c2ccccc2Cl)n1 | 5 | 1 | 0.6 | 0 | -1 | 9 | 4 | -19 | 0.5
Cc1ccc(C)c(S(=O)(=O)N2CCN(CC(=O)Nc3cc(C)on3)CC2)c1 | 24 | -1 | -0.9 | 10[fluorescence artefact?] | -26 | -12 | -6 | 1 | -0.5
CC(C(=O)Nc1sc2c(c1C(=O)NCC1CCCO1)CCC2)N1C(=O)c2ccccc2C1=O (configuration not stated) | 9 | 36 | -2.3 | 14 | 15 | -12 | -3 | -1 | -0.3
Cn1c(SCC(=O)Nc2ccc(F)cc2F)nnc1-c1cccnc1 | 7 | -5 | 0.3 | 3 | 9 | -4 | 9 | 6 | 0.4
Cc1ccc(NC(N)=S)cc1 | 7 | 13 | 0.0 | -22[fluorescence artefact?] | -4 | -9 | 0 | -17 | -0.2
COc1ccc(/C=C(\C#N)C(=O)OCC(=O)N2CC(C)OC(C)C2)cc1 (configuration not stated) | 9 | -9 | 0.5 | -7 | 13 | -19 | 2 | 29 | -0.2
Cc1nc(NC(=O)C23CCC(C)(C(=O)O2)C3(C)C)sc1C (configuration not stated) | 12 | -26 | 0.5 | -4 | 20 | -8 | 3 | -8 | -0.2
Brc1ccc(-c2cn3ccccc3n2)s1 | 19 | 0 | -2.2 | 62 | -16 | 48 | 4 | 36 | -0.3
COc1ccc(NC(=O)COC(=O)c2ccc(O)cc2)c([N+](=O)[O-])c1 | 7 | -12 | -0.6 | -5 | -26 | 18 | 2 | 12 | 0.0
Cc1occc1-c1nnc(SCC(=O)NC2CCCC2)n1-c1ccccc1 | 9 | -1 | -0.9 | -14 | 6 | 14 | 2 | 2 | -0.7
CC(C)(C)C1CCC2(CC1)C(C#N)=C(SCC(=O)NC1CCCCC1)NC(=O)C2C#N (configuration not stated) | 5 | -12 | 0.1 | -9 | -6 | -4 | -1 | 81* | 0.6
Cc1ccc2c(CSc3nc4ccccc4c(=O)n3CCCO)cc(=O)oc2c1C | 15 | -28 | 0.9 | -14 | -22 | 0 | 31* | 17 | -0.3
CC(NC(=O)COC(=O)c1cc(=O)[nH]c2ccccc12)c1ccccc1 (configuration not stated) | 7 | -14 | 2.3 | 8 | -13 | -13 | 2 | -10 | 0.2
Cn1c(=Nc2ccc(N3CCOCC3)cc2)ccc2ccccc21 | 10 | -16 | -0.5 | -2[fluorescence artefact?] | -5 | 20 | 2 | 14 | 0.3
Cc1nc(CS(=O)(=O)c2ccccc2)cc(Sc2ccccc2Cl)n1 | 11 | -5 | 3.2 | -10 | 12 | -22 | 4 | 3 | -0.4
Cc1cccc(CSc2nc3c(c(=O)[nH]2)CCC3)c1 | 6 | -15 | 0.1 | 5 | 16 | 21 | 1 | 5 | -1.0

From PubChem
